D3 antag = blocks the human D3 dopamine receptor | P35462 | D3R cells, DiscoveRx beta-arrestin luminescence, antagonist mode; hits give low values | max response, negative = inhibition, % | hit rate 2.5% among 360,000; in the data active = max response below about -50%; inconclusive = no clear call, values can overlap the other calls; note: % is set by controls: 0 for no effect and ±100 for the full control effect; mostly tested at two doses, the higher about 12 µM
Target sequence (P35462 whole entry, looked up): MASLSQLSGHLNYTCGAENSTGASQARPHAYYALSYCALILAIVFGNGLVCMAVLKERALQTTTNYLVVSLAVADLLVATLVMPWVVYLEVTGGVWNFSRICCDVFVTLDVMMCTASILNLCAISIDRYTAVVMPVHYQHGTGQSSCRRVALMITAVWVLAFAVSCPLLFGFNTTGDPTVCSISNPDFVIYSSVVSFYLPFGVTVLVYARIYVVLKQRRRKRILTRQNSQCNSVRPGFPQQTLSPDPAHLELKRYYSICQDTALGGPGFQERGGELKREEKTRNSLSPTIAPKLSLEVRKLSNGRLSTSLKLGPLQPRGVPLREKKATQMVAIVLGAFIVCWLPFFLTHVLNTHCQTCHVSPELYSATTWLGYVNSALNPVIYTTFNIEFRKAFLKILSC
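Cells expressing the human receptor were seeded at 1500 cells/well, incubated overnight at 37 degrees C in 5% CO2, then exposed to library compounds with dopamine controls for 90 minutes at 37 degrees C before luminescent detection.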
SW480 rereplic = induces DNA re-replication in SW480 colon adenocarcinoma cells. SW480 DNA re-replication, Hoechst DNA content imaging, 48 h. Potency, µM (series often up to 46.1 µM), inactives show top-dose re-replication activation, usual class: activators. hit rate 1.8% among 340,000; note: potency is the fitted concentration of half-maximal effect; % of control where 0% means no effect; nearly all actives have a fitted effect of over 55% in size
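Image-based read-out: total Hoechst fluorescence of nuclei (405 nm excitation, 500-530 nm emission), with hits raising the fraction of high-intensity nuclei. SW480 colon cells incubated 48 hr with compounds at 37 C.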
HT1080NT lethal = kills 2HG-producing HT-1080-NT fibrosarcoma cells. hit rate 1.6% among 360,000. Potency, µM (highest dose often 46.1 µM), without a hit: at the top dose activity, negative = less viability, usual class: cytotoxic. HT-1080-NT fibrosarcoma viability, CellTiter-Glo ATP luminescence, 48 h;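 note: NT is the 2HG producing partner of a matched IDH1 knockdown line; potency is the fitted concentration of half-maximal effect; 0% = DMSO-treated cells and -100% = media-only wells without cells; nearly all actives have a fitted effect of over 55% in size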
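Read-out is CellTiter-Glo luminescence after 10 minutes at room temperature, following 48 hours' compound treatment of HT-1080-NT cells (750 cells/well, RPMI, 5% FBS, 37 degrees C).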
HT1080 IDH1KD tx = toxicity to HT-1080 IDH1 knockdown cells (counter line); HT-1080 IDH1 knockdown viability, ATP luminescence, 48 h; hit rate 2% among 360,000; Potency, µM (doses to about 46.1 µM), for the others: top-dose activity, negative = toxicity, usual class: cytotoxic; AID 686971;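 note: potency is the fitted concentration of half-maximal effect; 0% = DMSO wells and -100% = cell-free medium wells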
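Knockdown cells (IDH1KD HT-1080) received compounds 2 h after plating at 750 cells/well and were kept 48 h at 37 °C in 5% FBS RPMI. A CellTiter-Glo luminescence read gave % activity for curve fitting.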
GLP1R ag = agonists of human GLP-1 receptor; P43220; HEK293 GLP-1R CRE-luciferase, luminescence, 4-6 h; cells express a hypersensitive GLP-1R form; Potency, µM (doses to about 45.6 µM), without a hit: at the top dose activation, most hits filed as activators; hit rate 0.007% among 380,000; AID 624172; note: potency is the fitted concentration of half-maximal effect; % of control where 0% means no effect
Target sequence (P43220 whole entry, looked up): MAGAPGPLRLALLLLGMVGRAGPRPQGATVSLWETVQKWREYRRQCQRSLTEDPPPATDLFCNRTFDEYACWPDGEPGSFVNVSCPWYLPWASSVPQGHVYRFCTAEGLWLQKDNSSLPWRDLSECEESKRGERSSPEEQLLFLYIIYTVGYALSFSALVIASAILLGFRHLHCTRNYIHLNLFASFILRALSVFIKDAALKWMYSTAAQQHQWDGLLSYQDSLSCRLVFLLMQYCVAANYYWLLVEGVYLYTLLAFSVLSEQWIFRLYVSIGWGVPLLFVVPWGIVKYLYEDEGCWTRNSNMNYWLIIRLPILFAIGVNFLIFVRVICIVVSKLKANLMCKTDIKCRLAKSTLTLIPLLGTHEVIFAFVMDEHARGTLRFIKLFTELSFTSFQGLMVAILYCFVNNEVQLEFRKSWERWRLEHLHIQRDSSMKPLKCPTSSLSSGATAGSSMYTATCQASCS
IL1B secr inh = blocks inflammasome-driven IL-1 beta release | THP-1 LPS/ATP IL-1B secretion, AlphaLISA, 16 h; hits give low values | activity change, % at 57.5 µM | hit rate 4.7% among 360,000 | AID 743279; in the data active = activity change below about -50%; inconclusive = mostly about -30% to -49%; note: % is set by controls: 0 for no effect and ±100 for the full control effect
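Secreted IL-1B measured by AlphaLISA bead assay after 16 h compound exposure of THP-1 cells; compounds (final up to 57.5 uM) added 1 h before LPS (250 ng/mL) and ATP (1.25 mM) stimulation; lower signal means less secretion.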
D3 ag = D3 dopamine receptor (human) agonism; hit rate 0.58% among 410,000; P35462; D3R DiscoveRx beta-arrestin cells, luminescence, 90 min; max activation, %; in the data active = max activation above about 30%; note: 0% is about no effect; mostly tested at two doses, the higher about 12 µM
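Agonist mode: compounds and dopamine controls were applied to plated cells for 90 min at 37 degrees C after an overnight attachment at 1500 cells/well. Luminescent read-out followed 30 - 60 minutes at room temperature with DiscoveRx detection reagent.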
KB-V1 cytotox = KB-V1 MDR subline cytotoxicity. AID 1347076. hit rate 3.4% among 400,000. KB-V1 MDR cells viability, CellTiter-Glo, 72 h. Potency, µM (top dose mostly 46.1 µM), without a hit: top-dose activity change, negative = cytotoxicity, hits mostly cytotoxic; note: potency is the fitted concentration of half-maximal effect; % is set by controls: 0 for no effect and ±100 for the full control effect; nearly all actives have a fitted effect of over 60% in size
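qHTS viability screen in drug-selected KB-V1 MDR cells: 72 h compound treatment at 37 degrees C, ATP luminescence end point.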
KB-3-1 tox = KB-3-1 parental cell cytotoxicity | KB-3-1 viability, CellTiter-Glo ATP luminescence, 72 h | Potency, µM (highest dose often 46.1 µM), inactives show at the top dose activity change, negative = cytotoxic, hits mostly cytotoxic | hit rate 1.4% among 400,000 | AID 1347075; note: potency is the fitted concentration of half-maximal effect; % is set by controls: 0 for no effect and ±100 for the full control effect; nearly all actives have a fitted effect of over 60% in size
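Multi-concentration cytotoxicity screen in KB-3-1 cells grown in DMEM lacking phenol red with 10% FBS. After 72 h at 37 °C with compound, ATP-dependent luminescence was recorded.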
Active calls of the source: *; ? = inconclusive; · = not tested or not shown; & = joins results of further samples; [ ] = remark or other dose. Unless noted, calls come from the whole dose curve; as a rule, active = well fitted curve in the direction sought with a large enough effect; inconclusive = small, poorly fitted or top-dose-only effect, or another doubt; inactive = no such curve, though single readings can be large; an effect the other way counts as inactive or inconclusive.

smiles	D3 antag	SW480 rereplic	HT1080NT lethal	HT1080 IDH1KD tx	GLP1R ag	IL1B secr inh	D3 ag	KB-V1 cytotox	KB-3-1 tox
COc1ccc(-c2nnn(CC(=O)NCc3cccs3)n2)cc1OC	10	3%	9%	4%	1%	19	3	-16%	-2%
COc1ccc(CN2CCN(C3CCC3)CC2CCO)cc1C (configuration not stated)	7	-5%	1%	1%	-3%	-11	-2	0%	8%
O=C(Nn1c(O)c(C=C2N=c3ccccc3=N2)sc1=S)c1ccccc1Cl	-55*	?	-19%	-7%	-10%	?	-2	0%	22%
O=C(Nc1ccc(CN2CCOCC2)cc1)c1ccc(-c2cc(Cl)ccc2Cl)o1	7	?	?	?	-18%	-64*	6	?	?
CCCCSc1nnc(-c2ccc(NC(=O)CCc3ccccc3)cc2)n1C	-9	-6%	1%	-3%	-12%	5	1	-33%&17%	10%&23%
O=C1CSC(=S)N1	26	-22%	30%	16%	-1%	-17	1	0%	0%
COc1cccc(C(=O)NC(C)C(c2cccs2)N2CCN(C)CC2)c1 (configuration not stated)	12	-1%	-1%[9.24 µM]	-17%	3%	-2	1	8%	0%
CC1CN(Cc2ccccn2)CCC1=O (configuration not stated)	-12	2%	2%	10%	-3%	12	1	18%	0%

Continued; it opens with the 6 that closed the last part.
smiles	D3 antag	SW480 rereplic	HT1080NT lethal	HT1080 IDH1KD tx	GLP1R ag	IL1B secr inh	D3 ag	KB-V1 cytotox	KB-3-1 tox
O=C(Nn1c(O)c(C=C2N=c3ccccc3=N2)sc1=S)c1ccccc1Cl	-55*	?	-19%	-7%	-10%	?	-2	0%	22%
O=C(Nc1ccc(CN2CCOCC2)cc1)c1ccc(-c2cc(Cl)ccc2Cl)o1	7	?	?	?	-18%	-64*	6	?	?
CCCCSc1nnc(-c2ccc(NC(=O)CCc3ccccc3)cc2)n1C	-9	-6%	1%	-3%	-12%	5	1	-33%&17%	10%&23%
O=C1CSC(=S)N1	26	-22%	30%	16%	-1%	-17	1	0%	0%
COc1cccc(C(=O)NC(C)C(c2cccs2)N2CCN(C)CC2)c1 (configuration not stated)	12	-1%	-1%[9.24 µM]	-17%	3%	-2	1	8%	0%
CC1CN(Cc2ccccn2)CCC1=O (configuration not stated)	-12	2%	2%	10%	-3%	12	1	18%	0%
O=C(Nc1ccccc1N1CCOCC1)c1ccc2c(c1)OCO2	-7	3%	-3%	-2%	8%	0	-14	-20%	11%
Cc1ccc2nc(C)c(C(=O)N/N=C/c3ccc(N4CCOCC4)cc3)cc2c1	-6	0%	?	?	9%	58	31*	3%	-6%
CC(C)N(Cc1nccn1C)C(=O)c1ccc2oc(CCCc3ccccc3)nc2c1	9	-1%	-7%	-7%	12%	0	5	?	?
NC(CSCc1cccc(Br)c1)C(=O)O (configuration not stated)	8	0%	6%	3%	-5%	-7	2	3%	1%
CCOc1ncccc1C(=O)Nc1cccc(-n2cnnn2)c1C	14	6%	3%[9.24 µM]	5%	4%	-8	3	-24%	-16%
Cc1ccc2nc(SCC(=O)Nc3c(F)cccc3F)[nH]c2c1	8	-4%	-3%	2%	3%	-17	3	-20%	-1%
CCCCNC(=O)c1ccc(N2CCC3(CC2)OCCO3)c([N+](=O)[O-])c1	4	·	1%	1%	6%	-20	-12	?	-6%
Cc1ccc(C(=O)NCc2ccccc2F)cc1S(=O)(=O)N1CCCC1	-10	-2%	-1%	2%	9%	9	-4	?	2%

Record cards, as listed above.
Results for CCOc1ncccc1C(=O)Nc1cccc(-n2cnnn2)c1C : D3 antag: 14; SW480 rereplic: 6%; HT1080NT lethal: 3%[9.24 µM]; HT1080 IDH1KD tx: 5%; GLP1R ag: 4%; IL1B secr inh: -8; D3 ag: 3; KB-V1 cytotox: -24%; KB-3-1 tox: -16%
Results for Cc1ccc2nc(SCC(=O)Nc3c(F)cccc3F)[nH]c2c1 : D3 antag: 8; SW480 rereplic: -4%; HT1080NT lethal: -3%; HT1080 IDH1KD tx: 2%; GLP1R ag: 3%; IL1B secr inh: -17; D3 ag: 3; KB-V1 cytotox: -20%; KB-3-1 tox: -1%

The list continues:
smiles	D3 antag	SW480 rereplic	HT1080NT lethal	HT1080 IDH1KD tx	GLP1R ag	IL1B secr inh	D3 ag	KB-V1 cytotox	KB-3-1 tox
Cc1ccc(OCCCn2ccnc2)c(Br)c1	-2	10%	12%	-5%	-4%	7	2	?	-16%
CSc1oc(-c2ccccc2)nc1S(=O)(=O)c1ccc(F)cc1	-12	-11%	-5%	-8%	6%	18	-8	?	-16%
Cc1cc(C)c(NC(=O)C2C(=O)Nc3ccccc3C(=O)N2C(C)(C)C)c(C)c1 (configuration not stated)	21	·	20%	10%	·	13	5	-11%	15%
O=C(CC1SCCNC1=O)Nc1cccc(Cl)c1 (configuration not stated)	8	-13%	2%	-7%	11%	6	-2	-3%	2%
Cc1oc(-c2ccccc2Cl)nc1CS(=O)CC(=O)NCc1ccccc1Cl (configuration not stated)	-14	0%	3%	-5%	8%	·	-3&3	-16%&10%	-4%&7%
CCCn1nnc(NC(=O)c2ccc(Br)cc2)n1	-21	5%	1%	?	3%	-3	-15	0%	1%
CN(C)/C=N/c1c(C#N)cnn1C	-6	-4%	8%	9%	2%	16	-4	?	4%
CCOC(=O)c1c(NC(=S)SC)sc(C(=O)N2CCc3ccccc3C2)c1C	8	·	-2%	-8%	2%	1	0	11%	-1%

Next results:
smiles	D3 antag	SW480 rereplic	HT1080NT lethal	HT1080 IDH1KD tx	GLP1R ag	IL1B secr inh	D3 ag	KB-V1 cytotox	KB-3-1 tox
COC(=O)c1ccccc1NC(=S)NC(=O)c1ccccc1	39	-5%	0%	-4%	-9%	12	-2	-7%	-3%
FC(F)Oc1ccc(-n2cc(-c3ccccc3)[n+]3c2CCCCC3)cc1	0	-11%	-11%	-5%	13%	-23	-5	23%	23µM*
CCCn1c(S(=O)(=O)O)nc2ccccc21	-18	-91%[inhibitor]	14%	20%	0%	-2	-2	7%	-4%
Cc1ccc(S(=O)(=O)NCC(=O)OC(C)C(=O)c2ccccc2)cc1 (configuration not stated)	-7	1%	-1%	-2%	-13%	13	-13	10%	6%
C#CCn1c(=NC(=O)CN2C(=O)CCC2=O)sc2cc(S(N)(=O)=O)ccc21	-23	0%	-5%	-1%	15%	-6	-10	-5%	6%
Cc1ccccc1C(=O)NCCCNC(=O)c1ccco1	4	-18%	24%	20%	-1%	4	6	0%	1%
O=S(=O)(c1ccccc1)N1N=C(c2ccc(O)cc2)CC1c1ccco1 (configuration not stated)	17	4%	0%	-1%	4%	20	8	-2%	0%
CS(=O)(=O)N(CC(=O)N1CCc2ccccc2C1)Cc1ccc(Cl)cc1	6	1%	6%[9.24 µM]	-15%	-1%	0	-6	-33%	?

(next part)
smiles	D3 antag	SW480 rereplic	HT1080NT lethal	HT1080 IDH1KD tx	GLP1R ag	IL1B secr inh	D3 ag	KB-V1 cytotox	KB-3-1 tox
O/N=C1/C2C3C(Br)C4C5CC(C1C53)C24 (configuration not stated)	7	-11%	7%	8%	8%	6	2	8%	14%
COc1ccc(OCc2cc(C(=O)N(Cc3nccn3C)C(C)C)no2)c2ccccc12	-12	?	2%	-11%	-1%	-2	-1	6%	-1%
CC(C)C(OC(=O)c1ccco1)C(=O)NCc1ccco1 (configuration not stated)	11	0%	-4%	4%	8%	-5	-16	16%	0%
COc1ccc(CNC(=O)CN2CCN(c3cccc(C)c3C)CC2)cc1	6	7%	-18%	-8%	21%	-1	-9	-7%	12%
COc1ccc(/C=C/C(=O)c2cccc(-n3cnnn3)c2)cc1O	-29	7%	?	?	2%	-6	-24	17%	-1%
O=C(c1cccc(N2C(=O)C3C4C=CC(C4)C3C2=O)c1)N1CCN(c2ccccc2)CC1 (configuration not stated)	11	0%	-9%	8%	6%	?	1	?	2%
CC(O)[C@@H](C(=O)N1CCNCC1)n1cc(CCCCN)nn1 (some centres not stated)	-19	-6%	-16%	-2%	-3%	13	2	3%	9%
CCOC(=O)C1=C(C)N=c2s/c(=C\c3ccc(OCC(=O)O)c(OC)c3)c(=O)n2C1c1ccc(OC)cc1 (configuration not stated)	-19	-1%	8%	2%	-2%	-14	-7	-7%	0%

Continuation:
smiles	D3 antag	SW480 rereplic	HT1080NT lethal	HT1080 IDH1KD tx	GLP1R ag	IL1B secr inh	D3 ag	KB-V1 cytotox	KB-3-1 tox
COc1ccc(C(=O)N2CCN(S(=O)(=O)c3ccc(C)cc3C)CC2)cc1S(=O)(=O)N1CCOCC1	9	-4%	2%	0%	-3%	-11	1	-8%	0%
CCOc1ccc(C(C(=O)NCC2CCCO2)N(Cc2cccc(OC)c2)C(=O)c2snc(C(N)=O)c2N)cc1 (configuration not stated)	-6	7%	-5%	-1%	13%	-5	-2	-21%	5%
O=S(=O)(O)c1cccc2cccc(Nc3ccccc3)c12	10	16µM*	-2%&7%	3%&21%	0%	24	3	0%	3%
COc1cc(/C=C/C(=O)Nc2cccnc2)cc(OC)c1OC	-8	-2%	14%	8%	10%	-29	-3	-16%	0%
